# b-catenin transl: modulators of beta-catenin nuclear translocation, primary screen, imaging, HeLa cells, immunofluorescence, high-content; hit rate 0.3% among 190,000; AID 1665, 2009; nuclear translocation activity, % at 5 µM;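 active = nuclear translocation activity above 50% at 5 µM, with a well cell count of 50 or more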;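 also: per-cell ratio of nuclear to cytoplasmic median beta-catenin stain intensity; plate controls were DMSO negative control for no effect and GSK-3 inhibitor IX positive control for full effect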
#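 Test system: human HeLa cells, native beta-catenin. Compound dosing: 5 µM primary single dose, 0.1% DMSO, 0.02–20 µM confirmation series. Incubation: compound exposure 24 h at 37°C. Detection: beta-catenin immunostaining with DAPI counterstain, 20x imaging, 6 fields/well. Read-out basis: Nuclear/cytoplasmic beta-catenin signal ratio, % activation.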
# Yfh1-off respiration: enhancers of respiration in Yfh1-depleted yeast, dose response, Friedreich's ataxia, plus single-dose screen (AID 1465). S. cerevisiae Yfh1-off respiration, WST-1 reduction, 72 h; higher fold induction means a stronger effect. fold induction at 50 µM; hits with a dose series show EC50 in µM. hit rate 0.074% among 220,000;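 active = fold induction of absorbance versus untreated yeast above a set limit, then at least 30% activation at any dose in follow-up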;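 also: activators that raise dye reduction in frataxin-depleted yeast; strong numbers were not always called active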
# Autophagy mod: autophagy modulators in MEF cells, primary screen, imaging, high-content, MEF GFP-LC3; AID 463193, 2010; MEF GFP-LC3 puncta imaging; test concentration mostly 10 µM; calls only at 10 µM (by protocol); hit rate 0.98% among 190,000;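 active = percentage of spot-positive cells more than 3 SD above its plate mean, without a fluorescence outlier flag or 80% toxicity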;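 also: spot-positive cell cutoff set from DMSO-treated cells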
# HEK293 NOD2/NF-kB: NOD2 signaling inhibitors, cell-based, luminescence, uHTS, HEK293 (AID 1566) | inhibition, % at 4 µM, or EC50 in µM where a hit was titrated | hit rate 0.63% among 290,000 | HEK293 NOD2/NF-kB luciferase reporter, luminescence; higher % means a stronger effect; in the data active = inhibition above about 50%; also: many of its hits are not listed in these tables
# Insulin prom up: insulin promoter activators in MIN6 cells, imaging, high-content screening, mouse beta cells. z-score at 5 µM. MIN6 insulin promoter-GFP reporter; hits give high values. hit rate 0.3% among 190,000. AID 1625, 2009;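 active = z-score above 3 at 5 µM with at least 500 cells counted in the well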
# Hep lipid drop: inhibitors of hepatocyte lipid droplet formation, primary screen, imaging, high-throughput imaging, BODIPY stain; AML12 mouse hepatocytes, oleate lipid droplets; inhibition, % at 6.5 µM; hit rate 0.4% among 240,000; AID 1656, 2009;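 active = lipid droplet intensity inhibited by at least 50%, with more than 500 cells counted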
#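 Assay system: AML12 hepatocytes (mouse); Probe or stimulus: oleic acid at 100 µM to induce lipid droplet formation; Dosing: compound at 6.5 µM only; Schedule: compound with oleate, overnight; Detection: fluorescence imaging, 20x objective, two fields per well; Measure: % inhibition of lipid droplet signal.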
# WT yeast gro inh: growth inhibition of WT strain, primary screen, mitochondrial fusion inhibitor project, WT and mutant strains, chemical genetic; mitochondrial fusion phenotypic screen; inhibition, % at 10 µM; hit rate 2.1% among 190,000; AID 1362, 2008; in the data active = inhibition above about 58%; tested in S. cerevisiae
# Dynein cargo inh: inhibitors of GR-EGFP nuclear translocation, primary screen, dynein cargo transport inhibitor project, imaging, high-content, 3617.4 mouse cells | test concentration mostly 20 µM; stimulated with dexamethasone, 1 µM; hits give low values | z-score, hits read low | hit rate 0.47% among 220,000 | AID 1381, 2008;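 active = plate z-score of nuclear minus cytoplasmic receptor signal below a set negative limit, without overly bright fluorescence or cell loss, cut at about -3.5 in these data, passing the limit was not always enough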;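 also: z-score of nuclear minus cytoplasmic ring GR-EGFP intensity difference per well; some compounds called inactive have numbers as strong as hits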
#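 Medium: Induction medium lacking tetracycline, stripped serum | Probe or stimulus: 1.0 µM final dexamethasone stimulus | Schedule: 48 h induction, then 1 h compound, then 30 min agonist, 37 °C | Signal: Automated 10x imaging of fixed Hoechst-stained cells | Evaluation: Per-cell GR-EGFP intensity, nucleus versus surrounding cytoplasmic ring, well-averaged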
# MT stabilizer: microtubule stabilizers in HeLa cells, primary screen, imaging, high-content imaging; HeLa tubulin immunostaining HCS, 24 h; share of cells brighter than vehicle mean+2SD; % tubulin-high responders, % at 10 µM; hit rate 0.83% among 200,000;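 active = plate Z-score above 3 for both tubulin-high and condensed-nucleus cell shares, with cell loss under 80%, at 10 µM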;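 also: anti alpha tubulin signal scored within the nucleus-defined area of each cell; some results filed as inactive read as strong as hits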
# WT yeast gro inh mutant strain: second read-out of WT yeast gro inh, no call of its own (marks repeat the call); inhibition, %; mitochondrial fusion phenotypic screen, mutant strain inhibition
# Dynein cargo inh cytoplasmic EGFP: recorded beside Dynein cargo inh, whose call it bears; z-score; measured here: cytoplasmic GR-EGFP intensity; hits give high values
# Dynein cargo inh nuclear GR-EGFP: second read-out of Dynein cargo inh, no call of its own (marks repeat the call); z-score; measured here: nuclear GR-EGFP intensity;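 lower value marks the stronger effect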
# Dynein cargo inh cell count: also measured in Dynein cargo inh; calls as there; z-score; measured here: cell count per field
# Insulin prom up cell count: further read-out of Insulin prom up, marked with its call; cell count; measured here: cytotoxicity, nuclei count;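 total cells summed across four imaged fields per well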
# Hep lipid drop cells 6.5 µM: recorded beside Hep lipid drop, whose call it bears; cell count; measured here: cell count, cytotoxicity flag;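 cells counted across two imaged fields per well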
# b-catenin transl cell count 5 µM: second read-out of b-catenin transl, no call of its own (marks repeat the call); cell count; measured here: cell count, cytotoxicity flag
# MT stabilizer Hoechst-high %: second read-out of MT stabilizer, no call of its own (marks repeat the call); % Hoechst-high responders; measured here: nuclear condensation Hoechst responders;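 share of cells brighter than vehicle mean plus two SD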
# MT stabilizer cytotoxicity %: also measured in MT stabilizer; calls as there; toxicity, %; measured here: cytotoxicity by cell density;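 0% = mean cell density of plate MIN control wells and 100% = no cells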
# Autophagy mod cell loss 18 h: second read-out of Autophagy mod, no call of its own (marks repeat the call); toxicity, %; measured here: cell loss, nuclei count;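 cell loss after 18 h compound exposure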
# * hit, by the source's call; i = inactive; / = no result given. Not all compounds are listed; rates above refer to the full screens.
SMILES,b-catenin transl,b-catenin transl cell count 5 µM,Yfh1-off respiration,Autophagy mod,Autophagy mod cell loss 18 h,HEK293 NOD2/NF-kB,Insulin prom up,Insulin prom up cell count,Hep lipid drop,Hep lipid drop cells 6.5 µM,WT yeast gro inh,WT yeast gro inh mutant strain,Dynein cargo inh,Dynein cargo inh cytoplasmic EGFP,Dynein cargo inh nuclear GR-EGFP,Dynein cargo inh cell count,MT stabilizer,MT stabilizer Hoechst-high %,MT stabilizer cytotoxicity %
CN(C)C1(CNC(=O)c2ccc(Cl)c(S(=O)(=O)NCc3ccco3)c2)CCCCC1,-0.5,999,i,i,-10,-21%,-0.06,865,-8,750,5,10,0.46,-0.29,0.64,0.31,2.1,1.7,4.6
COc1ccc(N2C(=O)CC(=O)NC2=O)cc1,0.4,1062,i,i,-8,-2%,0.28,1128,1,666,-5,7,-0.28,-0.22,-0.45,0.53,2.8,1.4,3.4
Cc1ccc(N2C(=O)NC(=O)/C(=C\c3cccn3C(C)(C)C)C2=O)cc1,-3.3,1116,i,i,14,18%,-0.31,1319,23,580,2,8,0.93,-0.026,0.78,-0.75,3.0,0.8,0.5
CCN(CC)CCOC(=O)c1ccc(N=Cc2c(O)[nH]c(=O)[nH]c2=O)cc1,-0.6,848,i,i,4,4%,0.9,1480,/,/,0,-10,-1.4,-0.18,-0.18,1.2,2.2,1.8,9.5
CCCn1c(C(=O)c2ccc(OC)cc2)nc2ccccc21,0.0,1047,i,i,-5,22%,-1.3,1435,-27,761,-5,-13,0.34,-0.24,0.43,-0.53,3.6,1.9,4.5
O=c1[nH]c(O)c(C=NC2CCCCC2)c(=O)[nH]1,-3.5,1160,i,/,/,2%,-0.08,1336,20,759,/,/,0.53,-0.2,0.16,0.2,/,/,/
CCN(CC)CCCN=Cc1c(O)n(-c2ccccc2F)c(=O)[nH]c1=O,-0.9,845,i,i,9,-4%,1.2,1211,/,/,0,21,0.29,-0.41,0.5,-0.16,4.7,0.8,6.1
C=CCn1c(O)c(C(C)=Nc2ccc(N(CC)CC)cc2)c(=O)[nH]c1=O,30,588,i,i,22,1%,0.75,1110,-3,704,16,23,-1.8,2.7,-0.55,0.066,2.1,2.4,23
N#CC(C#N)=C(N)c1cccnc1,0.1,1395,i,i,0,6%,-0.59,1484,-10,721,12,12,-1.3,1.1,-0.52,-3.4,1.5,2.1,15
COc1cc(C[C@@H](C)N)c(OC)cc1I,-0.6,1279,i,/,/,21%,-0.17,1057,0,653,/,/,-0.74,-0.79,-0.1,0.29,/,/,/
Cc1nn(Cc2ccccc2)c(C)c1C(=O)OCC(=O)Nc1cc(S(C)(=O)=O)ccc1Cl,-1.5,1091,i,i,-4,-3%,-0.44,1279,6,699,1,-5,0.75,-0.38,0.29,-0.039,2.3,1.9,12
Cc1ccc(-c2nc(CS(=O)CC(=O)N3CCC4(CC3)OCCO4)c(C)o2)cc1 (stereo not given),1.0,1015,i,i,8,2%,-0.27,1827,-8,704,11,15,-0.91,-0.17,-1.1,0.058,2.1,1.6,12
CCN(CC)C(=O)c1ccc2c(c1)C1C(Cl)C(Sc3ccccc3[N+](=O)[O-])CC1C(C(=O)O)N2 (stereo not given),-3.8,1182,i,/,/,22%,/,/,30,692,/,/,0.24,-0.21,-0.077,-0.068,/,/,/
CCOC(=O)C1=C(N)OC2=C(C(=O)CCC2)[C@]12C(=O)N(CC(N)=O)c1ccccc12,-0.3,1283,i,/,/,14%,0.42,1568,-7,727,/,/,1.1,-0.26,0.28,-0.63,/,/,/
CCN1CCC2(CC1)NC(=O)c1ccccc1O2,0.4,1086,i,i,12,14%,/,/,13,697,4,0,-0.39,-0.16,-0.087,0.42,3.9,2.8,6.5
CCOc1ccc(N=Cc2c(O)n(-c3ccc(C)c(C)c3)c(=O)[nH]c2=O)cc1,-0.2,1341,i,/,/,11%,0.57,1080,12,705,/,/,3.6,-0.21,2.3,-1.8,/,/,/
O=C1/C(=C\c2cccnc2)N2CCC1CC2,0.4,1301,i,/,/,19%,-0.09,1174,-14,682,/,/,0.96,0.64,0.59,-0.97,/,/,/
CCCCP(=O)(O)CCC(=O)O,-5.4,1212,i,i,14,14%,0.05,1121,11,828,-8,-15,-0.31,-0.21,0.17,-0.34,3.9,3.3,9.5
COP(=O)(OC)C(NC(=O)C(C)(C)C)=C(Cl)Cl,-2.0,1212,i,i,2,10%,-0.35,985,-6,712,11,17,-0.027,3.7,0.94,1.6,1.9,0.9,5.3
COP(=S)(OC)SCN1C(=O)c2ccccc2C1=O,-2.6,1068,i,i,7,4%,-0.06,1267,/,/,3,3,-0.076,-0.21,0.15,0.28,5.9,3.4,9.4
C[N+]1(CC2COC(c3ccco3)O2)CCCCC1 (stereo not given),/,/,i,i,18,5%,-0.3,1172,6,751,3,-8,0.0012,-0.19,0.15,-0.18,3.1,1.1,2.7
O=c1[nH]c(=O)n(C2CCCCC2)c(O)c1C=Nc1ccc(N2CCOCC2)cc1,-0.5,911,i,i,4,-14%,0.27,1354,-2,668,-11,-34,0.79,-0.18,0.024,0.81,1.7,2.0,4.6
c1ccc(CCNCc2ccccc2)cc1,3.3,1103,i,i,5,-3%,0.31,1472,-14,560,23,7,-0.54,-0.12,-0.041,0.41,4.7,2.1,0.2
C=CCOC(=O)COc1cc(C)cc2oc(=O)c3c(c12)CCC3,-5.0,1136,i,i,4,15%,-0.16,1287,1,757,13,6,-0.32,-0.23,0.027,0.092,3.1,0.9,6.4
O=c1[nH]c(=O)n(-c2cccc3ccccc23)c(O)c1/C=N/N1CCCCCC1,1.1,1374,i,/,/,-14%,0.06,1089,-14,662,/,/,0.42,-0.065,0.25,0.53,/,/,/
Cc1ccc(CN2C3CCCC2CC(NC(=S)NCc2ccccc2)C3)cc1 (stereo not given),-0.7,1178,i,i,35,-6%,0.27,1265,-36,657,33,13,0.27,-0.27,0.34,-0.23,1.7,1.5,7.7

# By substructure: the compounds so far with an NH in an aromatic ring.
SMILES,b-catenin transl,b-catenin transl cell count 5 µM,Yfh1-off respiration,Autophagy mod,Autophagy mod cell loss 18 h,HEK293 NOD2/NF-kB,Insulin prom up,Insulin prom up cell count,Hep lipid drop,Hep lipid drop cells 6.5 µM,WT yeast gro inh,WT yeast gro inh mutant strain,Dynein cargo inh,Dynein cargo inh cytoplasmic EGFP,Dynein cargo inh nuclear GR-EGFP,Dynein cargo inh cell count,MT stabilizer,MT stabilizer Hoechst-high %,MT stabilizer cytotoxicity %
CCN(CC)CCOC(=O)c1ccc(N=Cc2c(O)[nH]c(=O)[nH]c2=O)cc1,-0.6,848,i,i,4,4%,0.9,1480,/,/,0,-10,-1.4,-0.18,-0.18,1.2,2.2,1.8,9.5
O=c1[nH]c(O)c(C=NC2CCCCC2)c(=O)[nH]1,-3.5,1160,i,/,/,2%,-0.08,1336,20,759,/,/,0.53,-0.2,0.16,0.2,/,/,/
CCN(CC)CCCN=Cc1c(O)n(-c2ccccc2F)c(=O)[nH]c1=O,-0.9,845,i,i,9,-4%,1.2,1211,/,/,0,21,0.29,-0.41,0.5,-0.16,4.7,0.8,6.1
C=CCn1c(O)c(C(C)=Nc2ccc(N(CC)CC)cc2)c(=O)[nH]c1=O,30,588,i,i,22,1%,0.75,1110,-3,704,16,23,-1.8,2.7,-0.55,0.066,2.1,2.4,23
CCOc1ccc(N=Cc2c(O)n(-c3ccc(C)c(C)c3)c(=O)[nH]c2=O)cc1,-0.2,1341,i,/,/,11%,0.57,1080,12,705,/,/,3.6,-0.21,2.3,-1.8,/,/,/
O=c1[nH]c(=O)n(C2CCCCC2)c(O)c1C=Nc1ccc(N2CCOCC2)cc1,-0.5,911,i,i,4,-14%,0.27,1354,-2,668,-11,-34,0.79,-0.18,0.024,0.81,1.7,2.0,4.6
O=c1[nH]c(=O)n(-c2cccc3ccccc23)c(O)c1/C=N/N1CCCCCC1,1.1,1374,i,/,/,-14%,0.06,1089,-14,662,/,/,0.42,-0.065,0.25,0.53,/,/,/

# Sorted by length of the SMILES (rising): 3 of the compounds above.
SMILES,b-catenin transl,b-catenin transl cell count 5 µM,Yfh1-off respiration,Autophagy mod,Autophagy mod cell loss 18 h,HEK293 NOD2/NF-kB,Insulin prom up,Insulin prom up cell count,Hep lipid drop,Hep lipid drop cells 6.5 µM,WT yeast gro inh,WT yeast gro inh mutant strain,Dynein cargo inh,Dynein cargo inh cytoplasmic EGFP,Dynein cargo inh nuclear GR-EGFP,Dynein cargo inh cell count,MT stabilizer,MT stabilizer Hoechst-high %,MT stabilizer cytotoxicity %
c1ccc(CCNCc2ccccc2)cc1,3.3,1103,i,i,5,-3%,0.31,1472,-14,560,23,7,-0.54,-0.12,-0.041,0.41,4.7,2.1,0.2
O=C1/C(=C\c2cccnc2)N2CCC1CC2,0.4,1301,i,/,/,19%,-0.09,1174,-14,682,/,/,0.96,0.64,0.59,-0.97,/,/,/
CCN(CC)CCCN=Cc1c(O)n(-c2ccccc2F)c(=O)[nH]c1=O,-0.9,845,i,i,9,-4%,1.2,1211,/,/,0,21,0.29,-0.41,0.5,-0.16,4.7,0.8,6.1

# Compound activity: PubChem BioAssay, several laboratories
